Lipid droplet: hepatic lipid droplet formation modulation; inhibition, % at 6.5 µM; 240,000 tested, 0.4% active; AML12 mouse hepatocytes, oleate lipid droplets, BODIPY imaging;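 active = lipid droplet intensity inhibited by at least 50%, with more than 500 cells counted; inconclusive = wells with under 300 cells, treated as cytotoxic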
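Assay system: AML12 mouse liver cells | Compound dosing: One dose, 6.5 µM compound | Read-out basis: Droplet intensity reduction, % inhibition | Measured by: Fluorescence imaging, 20x objective, two fields per well | Schedule: Overnight treatment with compound plus oleate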
b-catenin transl: modulators of beta-catenin nuclear translocation. 190,000 tested, 0.3% active. nuclear translocation activity, % at 5 µM. HeLa beta-catenin nuclear translocation, immunofluorescence imaging. AID 1665;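 active = nuclear translocation activity above 50% at 5 µM, with a well cell count of 50 or more; inconclusive = wells under 50 cells across six images, flagged as toxic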;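 note: per-cell ratio of nuclear to cytoplasmic median beta-catenin stain intensity; plate controls were DMSO negative control for no effect and GSK-3 inhibitor IX positive control for full effect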
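assay system = human HeLa cells, endogenous beta-catenin | times = compound treatment 24 h, 37°C, 5% CO2 | detection = Anti-beta-catenin immunofluorescence on PFA-fixed, Triton-permeabilized cells, DAPI nuclei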
Ins promoter up: MIN6 insulin promoter up-regulation; MIN6 insulin promoter-GFP reporter, high-content imaging; active compounds read high; z-score at 5 µM; 190,000 tested, 0.3% active;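 active = z-score above 3 at 5 µM with at least 500 cells counted in the well; inconclusive = wells under 500 cells, flagged as cytotoxic or low count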
MT stabilizer: microtubule stabilizers in HeLa cells. HeLa tubulin immunostaining HCS, 24 h; share of cells brighter than vehicle mean+2SD. AID 2205. % tubulin-high responders, % at 10 µM. 200,000 tested, 0.83% active;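 active = plate Z-score above 3 for both tubulin-high and condensed-nucleus cell shares, with cell loss under 80%, at 10 µM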;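 note: anti alpha tubulin signal scored within the nucleus-defined area of each cell; some results filed as inactive read as strong as hits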
T cell modulator: T cell immune modulators affecting CD8 T cell-vesicle binding. 2C CD8+ T cell-vesicle binding, flow cytometry; active compounds read low. calls only at 7 µM. 330,000 tested, 0.068% active;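 active = response, share of CD8 T cells binding vesicles, and their 90th percentile fluorescence all below set limits, cut at about 80% in these data, passing the limit was not always enough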
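material = purified 2C TCR transgenic mouse naive CD8+ T cells | controls = Unloaded micro-vesicles (low), QL9 vesicles with 0.7% DMSO (high) | detection = cytometric PE anti-B7-1 and Alexa647 anti-CD8 signals after 1% paraformaldehyde fixation | incubation = binding step 1.5 h, 37 °C, antibody labelling 20 min, ice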
Autophagy mod: alters autophagy in cells; MEF GFP-LC3 puncta imaging; test concentration mostly 10 µM; 190,000 tested, 0.98% active; calls only at 10 µM (by protocol);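 active = percentage of spot-positive cells more than 3 SD above its plate mean, without a fluorescence outlier flag or 80% toxicity; inconclusive = no clear call, values can overlap the other calls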;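 note: spot-positive cell cutoff set from DMSO-treated cells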
Myeloid diff 2: myeloid differentiation induction; ER-HoxA9 myeloid progenitors, lysozyme-GFP differentiation, flow cytometry; calls only at 10 µM; 360,000 tested, 1% active;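 active = normalized GFP-positive differentiation at or above the plate's own cutoff, the solvent-only control mean plus 3 SD; inconclusive = no clear call, values can overlap the other calls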;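 note: cells exposed to compound for four days before flow analysis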
West Nile antiviral: inhibition of WNV-induced cytopathic effect – cell-based, CPE readout (AID 1621); one-dose CPE inhibition, % at 10 µM; IC50 in µM for titrated hits; 290,000 tested, 0.02% active; West Nile virus-infected cells, CPE inhibition; higher % means a stronger effect; in the data active = a potency from the dose series; inconclusive = CPE inhibition mostly from about 3.7% at the one dose, without a potency; inactive = the rest, 99 in 100 with CPE inhibition below about 2.2%; note: strong numbers were not always called active
WT yeast gro inh: growth inhibition of WT yeast, mitochondrial fusion screen. mitochondrial fusion phenotypic screen, WT strain. inhibition, % at 10 µM. 190,000 tested, 2.1% active. AID 1362; in the data active = inhibition above about 58%; tested in S. cerevisiae
WT yeast gro inh mutant strain: also measured in WT yeast gro inh; calls as there; inhibition, %; mitochondrial fusion phenotypic screen, mutant strain inhibition
Ins promoter up cell count: further read-out of Ins promoter up, marked with its call; cell count; measured here: cytotoxicity, nuclei count;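 total cells summed across four imaged fields per well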
Lipid droplet cells 6.5 µM: recorded beside Lipid droplet, whose call it bears; cell count; measured here: cell count, cytotoxicity flag;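 cells counted across two imaged fields per well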
b-catenin transl cell count 5 µM: second read-out of b-catenin transl, no call of its own (marks repeat the call); cell count; measured here: cell count, cytotoxicity flag
T cell modulator vesicle-bound %: also measured in T cell modulator; calls as there; double positive events, %; measured here: CD8+ vesicle-bound cell fraction;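 binding gate set so that unloaded-vesicle control wells show 10% double positive cells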
MT stabilizer Hoechst-high %: recorded beside MT stabilizer, whose call it bears; % Hoechst-high responders; measured here: nuclear condensation Hoechst responders;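 share of cells brighter than vehicle mean plus two SD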
MT stabilizer cytotoxicity %: also measured in MT stabilizer; calls as there; toxicity, %; measured here: cytotoxicity by cell density;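 0% = mean cell density of plate MIN control wells and 100% = no cells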
Autophagy mod cell loss 18 h: also measured in Autophagy mod; calls as there; toxicity, %; measured here: cell loss, nuclei count;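 cell loss after 18 h compound exposure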
Myeloid diff 2 GFP+ MAC1+ %: also measured in Myeloid diff 2; calls as there; GFP+ MAC1+ double positive, %; measured here: differentiation confirmed by MAC1 staining
Starred values were filed as active, the others as inactive; i = inactive; ? = inconclusive; . = no result given.

SMILES	Lipid droplet	Lipid droplet cells 6.5 µM	b-catenin transl	b-catenin transl cell count 5 µM	Ins promoter up	Ins promoter up cell count	MT stabilizer	MT stabilizer Hoechst-high %	MT stabilizer cytotoxicity %	T cell modulator	T cell modulator vesicle-bound %	Autophagy mod	Autophagy mod cell loss 18 h	Myeloid diff 2	Myeloid diff 2 GFP+ MAC1+ %	West Nile antiviral	WT yeast gro inh	WT yeast gro inh mutant strain
COc1ccc(OCCSc2nc3nc(C)cc(C)n3n2)cc1	-1	637	-2.1	1100	-1.1	1300	0.6	3.8	6.2	i	18	i	27	i	0.3	-0.4%	-4	8
CCOC(=O)c1c(S(=O)(=O)NCC(=O)N2CCN(c3ccccc3OC)CC2)c(C)n(C)c1C	-3	728	.	.	.	.	.	.	.	i	31	.	.	i	0.8	-0.2%	.	.
O=C(NNC(=S)NC1CCCCC1)c1cccs1	-15	690	2.0	502	-0.19	943	2.2	1.4	4.7	i	3	i	-2	i	1.4	0.4%	13	-2
Clc1ccc2c(N/N=C/c3ccccc3Br)ccnc2c1	8	674	.	.	0.2	1149	3.0	3.2	1.3	i	14	i	-7	?	.	12%	95	97
O=C1CCC(C(=O)OCC(=O)c2ccccc2)N1 (stereo not drawn)	0	632	-1.0	1060	0.23	1383	2.1	1.2	4.1	i	50	i	-28	i	0.4	0.4%	-3	5
O=C(CN1C(=O)C2(OCCCO2)c2ccccc21)NCc1ccccc1	10	801	-0.1	1077	0.49	1281	5.3	2.3	6.9	i	8	i	-4	i	2.1	1.1%	2	11
CCOC(=O)c1ccc(N2C(=O)c3n[nH]c(C)c3C2c2ccc(OC)cc2)cc1 (stereo not drawn)	.	.	-6.4	898	0.57	1089	3.1	2.7	7.8	i	18	i	12	i	1.9	0.7%	0	2
Cc1cc(=O)oc2cc3c(cc12)OCO3	3	830	.	.	.	.	.	.	.	i	49	.	.	i	0.6	0.3%	.	.
O=C1CC(=O)Nc2cc(S(=O)(=O)N3CCN(c4ccc([N+](=O)[O-])cc4)CC3)ccc2N1	11	698	.	.	.	.	.	.	.	i	10	.	.	i	1.0	-0.8%	.	.
CCOC(=O)C1=C(N)Oc2ccc3ccccc3c2C1c1ccc(O)c(OC)c1 (stereo not drawn)	-12	808	.	.	.	.	.	.	.	i	24	.	.	i	0.3	0.1%	.	.
CCC(=O)Nc1c(-c2ccccc2)c(=O)c2ccccc2n1C	0	712	-0.3	1320	0.04	1397	.	.	.	i	58	.	.	i	0.6	-0.4%	.	.
CCc1cc(=O)oc2c(CNCc3c(F)cccc3Cl)c(O)ccc12	-16	818	.	.	.	.	.	.	.	i	47	.	.	i	0.7	-0.9%	.	.
CCN(c1ccc(C)c(C)c1)S(=O)(=O)c1c(C)[nH]c(=O)[nH]c1=O	-2	743	0.0	1209	0.55	786	1.8	1.4	4.4	i	45	i	2	i	8.7	0.1%	-12	-12
Cc1cccc(N2CCN(C(=O)c3ccc(N4CCCC4=O)cc3)CC2)c1C	.	.	-4.2	892	0.41	1076	3.8	3.6	4.5	i	24	i	-7	i	0.9	.	24	25
O=C(N/N=C/c1cccc(Br)c1)c1ccc(Cn2cc(Br)cn2)o1	-39	673	-0.9	986	-0.42	1080	2.0	1.7	0.5	i	42	i	11	i	0.6	-1.1%	41	27
O=C1CCCC(O)=C1N=Nc1ccc(C(=O)O)cc1	-9	723	-3.6	1196	-0.12	1482	.	.	.	i	40	.	.	i	0.3	0.1%	.	.
CCc1noc(C)c1C(=O)NCCc1ccc(OC)c(OC)c1	.	.	-5.4	1030	0.38	1183	4.3	2.1	4.5	i	13	i	7	i	5.0	-0.6%	-1	12
CCOc1ccc(N2CC(C(=O)NCc3nnnn3-c3ccc(C)c(C)c3)CC2=O)cc1 (stereo not drawn)	-6	659	.	.	.	.	.	.	.	i	27	.	.	i	7.4	-0.5%	.	.
Cc1noc(C(=O)NCc2cccnc2)c1Cl	20	793	0.7	1009	0.91	1171	2.8	2.8	4.2	i	34	i	-16	i	0.9	-0.1%	9	9
O=c1sc2ccccc2n1COc1ccccc1	.	.	-2.2	1027	.	.	4.1	4.2	3.3	.	.	i	-9	i	7.3	.	.	.
CCOC(=O)C1(Cc2ccccc2C(F)(F)F)CCN(Cc2ccon2)CC1	-18	764	0.3	1277	-0.19	952	.	.	.	i	22	.	.	i	0.9	-0.5%	.	.
Cn1c(=O)cc(SCC(=O)N2CCCC2)c2cc(Cl)ccc21	9	775	.	.	-0.42	1323	3.2	3.3	2.8	i	42	i	-6	i	1.4	2.7%	-2	8
COc1ccc(Cc2nc(-c3ccccn3)no2)cc1OC	1	674	0.2	1450	.	.	3.8	2.3	9.7	i	50	i	4	i	0.2	-0.4%	-12	-24
C=CCN(c1ccccc1C(=O)O)S(=O)(=O)c1ccc(C)cc1	14	589	3.2	1377	-0.35	1603	2.7	2.1	9.3	i	17	i	11	i	0.3	-0.1%	-1	-14
C=CCNC(=O)CN(Cc1ccccc1)S(=O)(=O)c1ccccc1	-7	823	.	.	.	.	.	.	.	i	36	.	.	i	0.5	-1.2%	.	.
Cc1cccc(C)c1OCc1nnc(SCC(=O)Nc2nccs2)n1-c1ccccc1	-23	656	-1.5	1032	0.34	1879	1.5	2.6	16	i	51	i	4	i	0.6	?	6	-4
COc1cccc(N=C2NC(=O)/C(=C/c3cc([N+](=O)[O-])ccc3O)S2)c1	-26	782	.	.	.	.	.	.	.	i	66	.	.	i	1.2	-0.1%	.	.
CCOC(=O)c1cc(=O)n(-c2ccc(Cl)cc2C)[nH]1	10	660	.	.	-0.13	1260	5.2	2.6	2.5	i	22	i	2	i	0.3	0.2%	-8	18
CC(C)C(=O)Nc1c2c(nc3c1CCC3)CCCC2	.	.	-7.6	955	-0.7	1522	1.5	1.6	5.1	i	30	i	3	i	0.6	-0.2%	-13	-23
CCN(CC)CC#CCC1(O)c2ccccc2-c2ccccc21	.	.	-0.2	1356	-1.3	1585	4.3	2.1	3.6	i	45	i	-11	i	7.3	0.8%	-2	6
COc1cc2c(cc1OC)C(C(=O)Nc1ccc3c(c1)OCCO3)C1c3ccccc3CCN1C2=O (stereo not drawn)	.	.	0.4	1352	-0.49	1736	3.2	1.1	5.0	i	39	i	19	i	0.0	-0.1%	14	21
CN1/C(=C\C(=O)c2cccnc2)Sc2ccccc21	7	660	-2.1	1012	-0.04	1635	6.3	2.1	6.5	i	49	i	-13	i	0.0	-0.6%	12	9
COc1ccc(Nc2ncnc3nc[nH]c23)cc1OC	19	687	-4.4	1080	-0.89	2010	2.6	1.3	6.0	i	23	i	13	i	2.4	-0.1%	4	-1
COCc1[nH]nc2c1C(c1ccc(OC)c(OC)c1)C(C#N)=C(N)O2 (stereo not drawn)	.	.	-1.6	1168	1.4	1353	1.8	0.9	8.0	i	56	i	4	i	0.7	-0.1%	-5	-2
CCc1ccc(OCC(=O)Nc2ccncc2)c(Br)c1	6	738	.	.	.	.	.	.	.	i	30	.	.	i	0.6	-0.9%	.	.
O=C(c1ccccc1NS(=O)(=O)c1ccc(Br)s1)N1CCCC1	3	718	.	.	-0.53	1257	4.3	2.5	4.2	i	50	i	-6	i	0.2	0.1%	-11	-45
CCN(CC)CCCNc1oc(-c2ccccc2[N+](=O)[O-])nc1C#N	0	698	-1.0	1109	-0.58	1387	.	.	.	i	37	.	.	i	0.4	0.5%	.	.
CCC(=O)Nc1cc(C(C)C)c(O)cc1C	2	758	-1.2	1161	-0.1	1213	1.3	2.8	6.3	i	56	i	3	i	0.5	0.9%	6	1
c1ccc(-c2ccc(-c3nc(-c4ccccn4)no3)cc2)cc1	-6	799	3.0	932	.	.	2.1	1.1	5.4	i	29	i	-8	i	3.3	-1.2%	78*	75*
Cc1cc2ccccc2n1CCNCc1c(C(=O)N2CCOCC2)nc2ccccn12	1	707	0.1	1357	1.3	1173	.	.	.	i	31	.	.	i	1.0	0.0%	.	.
Cc1ccc(-c2nn3nnnc3c3ccccc23)cc1	.	.	1.8	1160	-0.28	868	3.1	2.8	8.4	i	25	i	5	i	0.5	-0.1%	6	7
COc1cc(CC(=O)N2CCC(n3nccc3NC(=O)C3CC3)CC2)cc(OC)c1OC	8	863	.	.	.	.	.	.	.	i	13	.	.	i	0.9	-0.3%	.	.
Cc1csc(SCC(=O)Nc2nncs2)n1	-10	788	.	.	.	.	.	.	.	i	22	.	.	i	0.9	-0.4%	.	.
CCOC(=O)c1cnc(SC)nc1Nc1cccc(F)c1	.	.	-3.7	946	0.09	1259	4.9	3.0	17	i	27	i	-5	i	3.6	-0.5%	-5	-8
CC(C)Cc1nnc(NC(=O)CCC(=O)Nc2ccccc2F)s1	15	707	1.0	1281	0.17	1067	.	.	.	i	35	.	.	i	0.4	0.0%	.	.

Looked up one by one from the entries so far:
SMILES	Lipid droplet	Lipid droplet cells 6.5 µM	b-catenin transl	b-catenin transl cell count 5 µM	Ins promoter up	Ins promoter up cell count	MT stabilizer	MT stabilizer Hoechst-high %	MT stabilizer cytotoxicity %	T cell modulator	T cell modulator vesicle-bound %	Autophagy mod	Autophagy mod cell loss 18 h	Myeloid diff 2	Myeloid diff 2 GFP+ MAC1+ %	West Nile antiviral	WT yeast gro inh	WT yeast gro inh mutant strain
Cc1csc(SCC(=O)Nc2nncs2)n1	-10	788	.	.	.	.	.	.	.	i	22	.	.	i	0.9	-0.4%	.	.
COc1cc(CC(=O)N2CCC(n3nccc3NC(=O)C3CC3)CC2)cc(OC)c1OC	8	863	.	.	.	.	.	.	.	i	13	.	.	i	0.9	-0.3%	.	.

Assay outcomes deposited in PubChem by several laboratories.
